MBNL1 CUG block: blocks human MBNL1 binding to CUG repeat RNA; TR-FRET MBNL1-His/biotin-(CUG)12 binding, 665/545 ratio; Q9NR56; Potency, µM (doses to about 57.5 µM), for the others: at the highest dose activity change, negative = inhibition, most hits filed as inhibitors; hit rate 0.036% among 280,000; active means well fitted inhibition curve with a large enough effect in the signal ratio, with a control signal flat, not every such curve was filed as active; inconclusive means small, poorly fitted or top-dose-only effect, or effect the other way, or a change in a side signal; inactive means no such curve, though single readings can be large or run the other way; the % refers to the signal ratio; further: potency means the concentration at half of the fitted maximal effect; on the % scale 0 is the no-effect control and ±100 the full control effect
Target sequence (Q9NR56 whole entry, looked up): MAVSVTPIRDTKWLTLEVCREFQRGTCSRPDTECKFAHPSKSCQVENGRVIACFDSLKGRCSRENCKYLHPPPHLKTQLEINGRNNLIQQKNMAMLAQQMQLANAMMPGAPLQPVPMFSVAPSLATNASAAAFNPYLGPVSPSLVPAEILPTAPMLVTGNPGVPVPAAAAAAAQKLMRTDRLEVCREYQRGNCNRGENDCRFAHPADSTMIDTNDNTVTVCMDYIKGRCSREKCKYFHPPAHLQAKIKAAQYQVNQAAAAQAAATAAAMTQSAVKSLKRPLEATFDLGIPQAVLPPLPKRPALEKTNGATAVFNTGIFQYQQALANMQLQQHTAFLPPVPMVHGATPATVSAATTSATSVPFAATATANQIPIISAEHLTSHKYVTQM
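Ratiometric TR-FRET (665 over 545 nm, excitation 340 nm) tracks disruption of MBNL1-His/biotin-(CUG)12 complex after 60 min at room temperature, with compounds at 92 nM to 58 uM final.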
PTAP TSG101 blk: blocks PTAP/TSG101 interaction to inhibit HIV-1 budding; AID 493005; Potency, µM (highest dose often 115 µM), without a hit: at the highest dose activity change, negative = inhibition, hits mostly inhibitors; Q99816; Fluorescence polarization, FITC-PTAP peptide / Tsg101 binding; 340,000 tested, under 10 active; active means well fitted inhibition curve with a large enough effect in the main read-out, with a control signal flat, not every such curve was filed as active; inconclusive means small, poorly fitted or top-dose-only effect, or effect the other way, or a change in a side signal; inactive means no such curve, though single readings can be large or run the other way; further: potency means the concentration at half of the fitted maximal effect; % of control where 0% means no effect
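Fluorescence polarization binding of Tsg101 binding domain (10 uM final) to FITC-labeled PTAP peptide (50 nM final) in HEPES pH 7.5 buffer with NaCl, Tween 20, EDTA, TCEP. Compounds added before peptide; binding 20 min at RT.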
S-ASM inh: inhibitors of human secretory acid sphingomyelinase. AID 504937. placental ASM, HMU-PC fluorogenic substrate, 60 min. hit rate 0.006% among 340,000. P17405. Potency, µM (top dose mostly 57.5 µM), without a hit: at the top dose activity change, negative = inhibition, most hits filed as inhibitors; further: potency means the concentration at half of the fitted maximal effect
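Human placenta-derived ASM enzyme was preincubated with compound for 10 minutes at room temperature, then given fluorogenic substrate HMU-PC0 (9 uM final) for 60 minutes at 37 °C; a pH 10 stop preceded fluorescence reading at Ex 386/Em 447 nm.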
a7 integrin act: activates integrin-mediated alleviation for muscular dystrophy. hit rate 0.064% among 350,000. AID 624291. Potency, µM (top dose mostly 38.3 µM), for the others: top-dose activation, most hits filed as activators. alpha7betagal myoblasts, beta-gal FDG fluorescence, 48 h;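 further: potency means the concentration at half of the fitted maximal effect; 100% = response of the positive control SU9516; nearly all actives have a fitted effect of over 60% in size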
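Alpha7betagal+/- myoblasts (passage 13) were plated 16-24 hr, then exposed to compounds (1:260 dilution of DMSO stock) for 48 hours at 37C. After MPER lysis, β-galactosidase reporter activity was read as FDG fluorescence (ex 480/em 540) after 30 minutes.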
TCR act: activators of T cell receptors; Potency, µM (titrated, usually from 9.22 µM), inactives show top-dose activation of IL-2 secretion, hits mostly activators; primary human leukocytes, anti-CD3, IL-2 HTRF, 48 h; AID 504894; 330,000 tested, under 10 active; further: % of control where 0% means no effect
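TCR engagement came from a-CD3 beads alone, with compounds added to primary human leukocytes for 48 hr. Secreted IL-2 bridged europium cryptate- and d2-labelled anti-IL-2 antibodies, giving FRET emission at 665nm after 320nm excitation.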
Menin-MLL TR inh: inhibitors of human menin-MLL interaction, mutant MLL peptide; Potency, µM (top dose mostly 61.6 µM), for inactives: at the top dose FP activity change, negative = inhibition, most hits filed as inhibitors; hit rate 0.23% among 270,000; O00255; AID 1768; Menin + Texas Red MLL mutant peptide, fluorescence polarization; active means well fitted inhibition curve with a large enough effect in the polarisation, with a control signal flat, not every such curve was filed as active; inconclusive means small, poorly fitted or top-dose-only effect, or effect the other way, or a change in a side signal; inactive means no such curve, though single readings can be large or run the other way; the % refers to the polarisation; further: potency means the concentration at half of the fitted maximal effect; % of control where 0% means no effect; many of its hits are not listed in these tables
MLL CXXC-DNA inh: blocks binding of human MLL CXXC domain to DNA | MLL-CXXC / FITC-HOXA9 DNA fluorescence polarization | Potency, µM (highest dose often 115 µM), inactives show at the top dose activity change, negative = inhibition, most hits filed as inhibitors | Q03164 | hit rate 0.037% among 290,000 | AID 2662; active means well fitted inhibition curve with a large enough effect in the polarisation, with a control signal flat, not every such curve was filed as active; inconclusive means small, poorly fitted or top-dose-only effect, or effect the other way, or a change in a side signal; inactive means no such curve, though single readings can be large or run the other way; the % refers to the polarisation; further: potency means the concentration at half of the fitted maximal effect
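Purified MLL-CXXC (added from a 7 uM solution) was preincubated 5 min at ambient with pinned compounds in 50 mM Tris-HCl pH 7.5, 50 mM NaCl, 1 mM DTT, 0.05% BSA. Fluorescein-labeled HOX-A9 DNA (50 nM solution) followed, 30 min, then polarization read.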
Mito fusion yeast: mitochondrial division inhibition or fusion activation; S. cerevisiae fusion-defective mutant growth rescue, CellTiterGlo 48 h; Potency, µM (titrated, usually from 46.1 µM), for inactives: at the top dose growth rescue (activation), most hits filed as activators; hit rate 0.23% among 320,000; AID 485298;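 further: potency means the concentration at half of the fitted maximal effect; % of control where 0% means no effect; nearly all actives have a fitted effect of over 45% in size; temperature-sensitive fusion mutants such as fzo1-1 at 37 °C on non-fermentable ethanol glycerol medium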
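Growth-rescue viability read-out: after 48 h at the non-permissive 37C in glycerol/ethanol YPEG, yeast mitochondrial fusion mutants are measured by CellTiterGlo luminescence; compounds (23 nl pinned per well) restoring growth score as division inhibitors or fusion activators.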
TSHR antagonist: human thyrotropin receptor antagonism; P16473; TSHR-expressing cells, TSH-stimulated cAMP HTRF, 2 h; active compounds read low; activity change, negative = inhibition, % at 11.5 µM; hit rate 0.2% among 330,000; AID 504810;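 active means activity change below a set negative limit, meaning inhibition stronger than a set level, cut at about -70% in these data; inconclusive means activity change between two set negative limits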; further: on the % scale 0 is the no-effect control and ±100 the full control effect
Target sequence (P16473 whole entry, looked up): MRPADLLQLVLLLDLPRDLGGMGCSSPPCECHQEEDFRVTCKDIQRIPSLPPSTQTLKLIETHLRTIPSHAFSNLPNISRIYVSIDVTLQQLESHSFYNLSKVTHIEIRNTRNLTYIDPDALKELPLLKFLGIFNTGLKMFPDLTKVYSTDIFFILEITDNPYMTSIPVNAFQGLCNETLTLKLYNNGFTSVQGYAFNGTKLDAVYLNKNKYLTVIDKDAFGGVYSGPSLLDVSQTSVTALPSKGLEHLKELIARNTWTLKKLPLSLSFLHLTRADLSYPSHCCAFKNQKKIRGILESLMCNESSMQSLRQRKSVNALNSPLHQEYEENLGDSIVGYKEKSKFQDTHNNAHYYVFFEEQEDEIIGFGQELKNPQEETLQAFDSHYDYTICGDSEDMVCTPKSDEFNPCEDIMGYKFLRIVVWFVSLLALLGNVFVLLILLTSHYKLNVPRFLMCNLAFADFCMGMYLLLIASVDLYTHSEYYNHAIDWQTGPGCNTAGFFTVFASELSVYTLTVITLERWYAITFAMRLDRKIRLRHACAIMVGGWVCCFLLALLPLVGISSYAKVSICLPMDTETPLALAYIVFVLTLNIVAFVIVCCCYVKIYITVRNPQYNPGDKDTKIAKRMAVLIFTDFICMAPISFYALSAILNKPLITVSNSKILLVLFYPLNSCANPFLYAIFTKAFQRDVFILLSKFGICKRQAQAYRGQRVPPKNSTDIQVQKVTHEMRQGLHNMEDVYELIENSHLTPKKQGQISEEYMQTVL
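Competitive HTRF cAMP read-out (cryptate anti-cAMP antibody, cAMP-d2; 30 min, room temperature) in freshly harvested TSHR cells. Compounds added before TSH at EC80 (4nM final), followed by 2 hours' incubation at 37 deg C.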
A-T KAP1 phos: candidate therapy for ataxia-telangiectasia; […] A-T fibroblasts, KAP-1 phosphorylation AlphaLISA; neocarzinostatin DNA damage 30 min before lysis; Potency, µM (highest dose often 57.5 µM), for inactives: at the top dose activation, usual class: activators; hit rate 0.19% among 320,000; further: potency means the concentration at half of the fitted maximal effect; % of control where 0% means no effect; nearly all actives have a fitted effect of over 45% in size
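hTERT-immortalized A-T patient fibroblasts ([…]), 500 cells/well in OPTI-MEM, 1% FBS, got compounds for 60 min, then NCS for 30 min at 37C. Lysates were then assayed for phospho-KAP-1 by AlphaLISA (anti-pKAP1 donor, anti-KAP1 acceptor beads), 6 hr at 25C.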
* hit, by the source's call; u = inconclusive; x = not tested or not shown; [ ] = dose if it differs, or a comment. Unless noted, the call rests on the fitted dose curve; in most records, active means well fitted curve in the direction sought with a large enough effect; inconclusive means small, poorly fitted or top-dose-only effect, or another doubt; inactive means no such curve, though single readings can be large; an effect the other way counts as inactive or inconclusive. A portion of the library; count on the stated rates, not on these rows.

SMILES | MBNL1 CUG block | PTAP TSG101 blk | S-ASM inh | a7 integrin act | TCR act | Menin-MLL TR inh | MLL CXXC-DNA inh | Mito fusion yeast | TSHR antagonist | A-T KAP1 phos
CC1CCc2c(C(=O)NCc3ccccn3)csc2C1 (configuration not stated) | x | -1% | 0% | -3% | 0%[46.1 µM] | -3% | -8% | 14% | 11 | 5%
N#CCOC(=O)C1CSC2(c3ccc(Br)cc3)CCC(=O)N12 (configuration not stated) | -5% | -7% | 1% | 17% | 6% | 1% | 11% | 11% | -1 | -9%
COc1ccc(CN2CC(=O)N(c3ccc(C)cc3)C2=S)cc1OC | -10% | 0% | -2% | -22% | -1%[46.1 µM] | -2% | 6% | 14% | -3 | -7%
O=C(N/N=C/c1ccc(OCc2ccccc2)cc1)c1ccncc1 | 2% | -2% | -4% | u | 1% | 15% | -2% | 0% | 4 | -1%
COCCn1c(COc2ccc(Cl)cc2)nnc1SCC(N)=O | -9% | x | 0% | 10% | x | 5% | 8% | 3% | 5 | -1%
N#Cc1cc(-c2ccccc2)nn1-c1ccccc1 | 15% | -2% | -6% | -15% | x | 12% | 9% | -3% | -2 | -3%
CCC(C)NC(=O)Cn1cnc([N+](=O)[O-])c1 (configuration not stated) | -6% | -9% | 3% | 1% | -5% | 5% | -2% | -4% | 3 | 4%
O=C(CCNC(=O)C1CCN(S(=O)(=O)c2ccc(F)cc2)CC1)NCc1ccccc1Cl | 4% | -1% | 4% | -16% | 1% | 0% | 37%[activator] | -7% | 3 | -5%
CN(C)CCN1C(=O)C(O)=C(C(=O)c2cc3ccccc3o2)C1c1cccc(Br)c1 (configuration not stated) | 114%[activator] | 23% | 0% | 19% | 2% | 18% | 0% | -2% | 18 | -6%
Clc1ccc(NCc2cccnc2)c(Cl)c1 | -12% | -1% | 7% | -38% | -2% | -2% | -6% | -17% | -8 | -4%
CCOC(=O)N1CCN(C(=O)CCn2nc(-c3ccccc3)ccc2=O)CC1 | -4% | 0% | 4% | -9% | 1% | -6% | -15% | 0% | 0 | -2%
CCc1ccccc1NC(=O)c1cc2sccc2n1C | 17% | 0% | -3% | 24% | 3% | 5% | -3% | -2% | 9 | 41%
O=C(O)CN1C(=O)/C(=C\c2cc(Br)ccc2OCc2ccccc2F)SC1=S | -1% | -9% | 13% | 3% | 0% | 54%[activator] | -4% | -7% | 6 | 14%
COc1cc(CC(=O)OCC(=O)Nc2ccccc2C#N)cc(OC)c1OC | x | 2% | 2% | -26% | -3% | x | x | 4% | -13 | -3%
CC1Cc2ccccc2N1C(=O)CSc1ncccn1 (configuration not stated) | x | -5% | 4% | -17% | 3% | x | x | 0% | 2 | -4%
Cc1nc2ccccc2c(=O)n1NC(=O)C1CC1C (configuration not stated) | -16% | 0% | 3% | -25% | 0% | -8% | -9% | -1% | 13 | 8%
O=C(O)Cn1c(SC2CCCCC2)nc2ccccc21 | 1% | -5% | -2% | 9% | -5% | -7% | 4% | -1% | 25 | 1%
O=C(O)CSc1cc(C(=O)c2ccccc2O)cn2c(=O)c3c4c(sc3nc12)CCCC4 | 10% | -9% | -4% | 9% | 13% | x | -9% | 1% | -23 | -11%
CC(C)NC(=O)Nc1ccc2c(c1)C(=O)N([C@H](C)CO)C[C@H](C)[C@@H](CN(C)S(=O)(=O)c1cn(C)cn1)O2 | x | -1% | -3% | 6% | 0% | x | x | x | 7 | 5%
Cc1ccc(S(=O)(=O)Nc2c(C)n(C)n(-c3ccccc3)c2=O)cc1C(=O)OCC(=O)N1CCCC(C)C1 (configuration not stated) | 0% | 0% | -1% | -5% | -1% | -1% | -3% | 1% | -2 | -3%
CC(C)c1ccc(CCNC(=O)CCNS(=O)(=O)c2ccc(Br)cc2)cc1 | x | -6% | 1% | u | x | x | x | -5% | 10 | -4%
CCCCOCCCNC(=O)c1ccc2c(c1)OCO2 | 7% | -6% | 1% | -6% | 4% | -8% | -2% | -1% | 10 | 9%
CCOC(=O)c1ccc(CNC(=O)C2CCC(=O)N(CCc3ccccc3)C2)o1 (configuration not stated) | -1% | -3% | 4% | 1% | -1% | -17% | -5% | 4% | 23 | 12%
CN(C)S(=O)(=O)c1cccc(NC(=O)COC(=O)CCOc2ccccc2)c1 | -4% | 0% | 11% | 25% | 1% | 6% | 3% | -7% | -2 | -7%
O=C(CSc1ccccn1)Nc1nc2ccccc2s1 | x | -10% | 2% | -11% | 10%[46.1 µM] | 29% | -5% | -8% | 1 | 7%
O=C(NCCCN1CCOCC1)C1(c2ccccc2)CCOCC1 | -7% | -2% | 3% | 20% | 3% | 4% | -3% | 1% | 17 | 0%
CCOc1ccc(NC(=O)CNC(=O)Cc2ccccc2)cc1 | 0% | -7% | -1% | 2% | 0% | -21% | 33%[activator] | -1% | 2 | -12%
O=C(Cn1cnc([N+](=O)[O-])n1)N/N=C/c1ccc2ccccc2c1 | u | -1% | -5% | 4% | -8%[46.1 µM] | 7% | 5% | -3% | 6 | -6%
O=C(NCCc1ccccn1)C1CCN(S(=O)(=O)c2ccc3ccccc3c2)CC1 | -11% | 1% | 0% | 0% | 4% | 8% | 4% | 0% | -2 | -11%
Cc1ccc(S(=O)(=O)N2CCCC2)cc1C(=O)NCCOc1ccccc1 | x | -5% | 3% | 32% | -17% | x | x | -4% | 1 | 5%
Cc1ccc2[nH]c(=O)c(CN(CCc3ccccc3)C(=O)N3CCOCC3)cc2c1 | -2% | -6% | -1% | 12% | -7% | -7% | 3% | -9% | 1 | 2%
OCCC1CN(Cc2cccc(O)c2)CCN1CCc1ccccc1 (configuration not stated) | 2% | -3% | 11% | 0% | -3% | 4% | 7% | 1% | -2 | 3%
C=CCn1c(SCC(=O)N(CCO)CCO)nc2sc3c(c2c1=O)CCC3 | -7% | -2% | -2% | 10% | 0% | -11% | -1% | 1% | -13 | 7%
Cc1nnc2ccc(-c3cccc(NC(=O)c4ccc(Br)o4)c3)nn12 | u | 0% | -1% | 0% | -1% | -8% | -7% | 0% | -22 | -1%
Cc1nn(-c2ccc(Cl)cc2)c(Cl)c1/C=C(\C#N)C(N)=O | 10% | 0% | 0% | -50%[inhibitor] | -7%[46.1 µM] | 2% | -6% | -3% | 21 | 6%
Cc1cccc(Cn2c(=O)c3c(nc4n3CCCN4Cc3ccccc3)n(C)c2=O)c1 | 6% | -3% | -24% | 8% | 1% | -12% | 9% | u | -2 | 4%
Nc1ccc(Oc2c(Cl)cccc2Cl)nc1 | x | -4% | 1% | -11% | -7% | x | -4% | -4% | -3 | 0%
COc1ccc(C)cc1NC(=O)NCc1ccccc1F | -7% | 1% | 2% | 16% | -3% | 13% | 9% | 5% | 29 | -2%
CC(C)CN(C(=O)CSc1ccc2c(c1)OCCO2)c1c(N)n(CC(C)C)c(=O)[nH]c1=O | x | -5% | 56%[activator] | 3% | 0% | x | x | -5% | 6 | -1%
CC1=NN(CCc2ccccn2)C(=O)CC1 | x | 0% | 2% | 17% | 1% | x | x | x | x | x
CC(=O)Nc1ccc(-c2cc(C(=O)O)c3ccc(C)cc3n2)cc1 | 22% | 4% | 46%[activator] | 11% | 0% | x | -22% | 7% | -1 | -1%
CCCN(Cc1ccccc1)C(=S)NC(=O)c1ccccc1[N+](=O)[O-] | 7% | -3% | 0% | 5% | 1% | 12% | 9% | -4% | -3 | -1%
COc1ccc(N2CC(C(=O)Nc3nnc(SCC(=O)NCc4ccco4)s3)CC2=O)cc1 (configuration not stated) | 5% | -1% | x | -24% | 3% | x | 5% | -2% | 3 | -7%
C[C@H](CO)N1C[C@H](C)[C@@H](CN(C)C(=O)Nc2ccc3c(c2)OCO3)Oc2c(NC(=O)Nc3ccc(C(F)(F)F)cc3)cccc2C1=O | x | -4% | u | 0% | -8% | x | x | x | -33 | -1%
CC(=O)NCC(=O)OCC(=O)c1ccc(C)cc1 | -6% | -1% | 5% | -4% | -6% | -6% | 9% | 2% | 0 | 3%
Cc1ccc(CN2CCN(Cc3ccc(C)s3)CC2CCO)cc1 (configuration not stated) | -9% | -11% | 3% | 10% | -4% | -21% | -9% | 2% | 5 | -2%
Cc1onc(-c2ccccc2Cl)c1C(=O)N1CCC(C)CC1 | -2% | -5% | -18% | -7% | 5% | -16% | -5% | 10% | -6 | 11%

Screening results: PubChem, National Center for Advancing Translational Sciences (NCATS)
